Source: PubChem (several laboratories)
T cell HTS – T cell immune modulation candidate. 2C CD8+ T cell-vesicle binding, flow cytometry; stronger effect = lower value. calls only at 7 µM. 330,000 tested, 0.068% active. AID 2052;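 active means response, share of CD8 T cells binding vesicles, and their 90th percentile fluorescence all below set limits, cut at about 80% in these data, passing the limit was not always enough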
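Test system: purified 2C TCR transgenic mouse naive CD8+ T cells. Probe or stimulus: QL9-peptide-loaded Drosophila micro-vesicles bearing Ld, ICAM-1 and B7-1. Incubation: binding step 1.5 h, 37 °C, antibody labelling 20 min, ice. Measured by: flow cytometry of vesicle-bound cells.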
RSV CPE inhibition – inhibition of RSV-induced cytopathic effect – HEp-2 cells, primary 10 µM value included (AID 2391). CPE inhibition, % at 10 µM, or IC50 in µM where a hit was titrated. HEp-2 cells, RSV-induced CPE inhibition; higher % means a stronger effect. 310,000 tested, 0.13% active; in the data active means a potency from the dose series; inconclusive means CPE inhibition mostly from about 23% at the one dose, without a potency; inactive means the rest, 99 in 100 with CPE inhibition below about 21%; further: strong numbers were not always called active
K1F lysis inhibition – protection from phage-mediated lysis, alamar blue read-out – E. coli UTI89, K1F phage, bacterial capsule biogenesis inhibitors (AID 488966) | 340,000 tested, 0.02% active | E. coli UTI89 K1F phage lysis, alamar blue, 2 h; higher % means a stronger effect | one-dose inhibition, % at 100 µM; IC50 in µM for titrated hits;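 active means phage lysis inhibition, versus mean bacterial control, above a set limit; inconclusive means no clear call, values can overlap the other calls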;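 further: capsule biogenesis inhibitors block K1F phage lysis so surviving cells raise fluorescence; higher fluorescence means more inhibition of phage lysis; actives were called in the ten point dose series up to 300 µM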
T cell HTS vesicle-bound % – second read-out of T cell HTS, no call of its own (marks repeat the call); double positive events, %; measured here: CD8+ vesicle-bound cell fraction;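 binding gate set so that unloaded-vesicle control wells show 10% double positive cells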
Active calls of the source: *; i = inactive; ? = inconclusive; [ ] = another dose, or the depositor's remark.

SMILES | T cell HTS | T cell HTS vesicle-bound % | RSV CPE inhibition | K1F lysis inhibition
COc1cc(NC(=O)CN2C(=O)NC(CC(C)C)C2=O)cc(OC)c1OC (stereo not given) | i | 35 | 0.9% | 0.7%[50 µM]
CSCCC(NC(=O)c1cccc(C)c1)C(=O)OCN1C(=O)c2ccccc2C1=O (stereo not given) | i | 31 | -1.1% | 1.3%[50 µM]
Cc1cccc(NC(=O)C(C)Sc2nc3ccccc3c(=O)n2CCCN2CCOCC2)c1 (stereo not given) | i | 40 | 27µM* | 0.9%[50 µM]
Cc1ccc(S(=O)(=O)NC(CC(C)C)C(=O)NCC(c2ccco2)N2CCCCC2)cc1 (stereo not given) | i | 40 | -0.6% | 0.3%[50 µM]
CCc1ccc(OC)c(S(=O)(=O)NCc2cccs2)c1 | i | 33 | -0.7% | -0.2%[50 µM]
Cc1ccc(S(=O)(=O)N2CCCC2CNC(=O)c2ccc3c(c2)OCO3)cc1 (stereo not given) | i | 33 | 0.9% | -0.2%[50 µM]
Cc1occc1C(=O)NNC(=O)CN1C(=O)NC(C)(c2ccccc2)C1=O (stereo not given) | i | 21 | -0.1% | 1.3%[50 µM]
Cc1ccc(C(=O)NCC(=O)Nc2ncccc2C)s1 | i | 33 | -1.6% | -0.1%[50 µM]
COc1ccc(S(=O)(=O)N2CCN(C(=O)CN3C(=O)NC(C)(c4ccc5ccccc5c4)C3=O)CC2)cc1 (stereo not given) | i | 18 | ? | 0.0%[50 µM]
CCN1C(=O)[C@H]2[C@@H](c3ccc(C)cc3)N3C(=O)N(c4cccc(Cl)c4)C(=O)[C@@]3(Cc3ccc(Cl)cc3)[C@H]2C1=O | i | 10 | 20% | 4.1%
CCOc1ccccc1OCC(=O)Nc1ccccc1C(=O)NC1CC1 | i | 54 | 1.1% | 0.9%[50 µM]
Cc1ccn2c(=O)nc(SCC(=O)N3N=C(c4cccs4)CC3c3ccc(F)cc3)nc2c1 (stereo not given) | i | 44 | 21% | -0.8%[50 µM]
O=C(Nc1ccc(S(=O)(=O)N2CCOCC2)cc1)C1CCN(S(=O)(=O)c2ccccc2)CC1 | i | 6 | 3.8% | 0.3%[50 µM]
CSc1nc(-c2ccccc2)nc(C(C)C)n1 | i | 19 | 0.3% | 1.4%
Cc1ccc(OCC(=O)OCC(=O)NC2CCCC2)cc1C | i | 35 | 1.1% | 0.8%[50 µM]

Ordered by value in RSV CPE inhibition (smallest number first): 3 from the list above
SMILES	T cell HTS	T cell HTS vesicle-bound %	RSV CPE inhibition
CCc1ccc(OC)c(S(=O)(=O)NCc2cccs2)c1	i	33	-0.7%
Cc1ccc(OCC(=O)OCC(=O)NC2CCCC2)cc1C	i	35	1.1%
O=C(Nc1ccc(S(=O)(=O)N2CCOCC2)cc1)C1CCN(S(=O)(=O)c2ccccc2)CC1	i	6	3.8%

(more compounds)
SMILES | T cell HTS | T cell HTS vesicle-bound % | RSV CPE inhibition | K1F lysis inhibition
COc1cccc(C#Cc2c(C=O)n(C)c3ccccc23)c1 | i | 35 | 20% | 0.4%
COc1ccccc1C(=O)COC(=O)CCN=C1NS(=O)(=O)c2ccccc21 | i | 19 | -0.6% | 1.5%[50 µM]
CN(C)S(=O)(=O)c1ccc(C(=O)NCC(c2cccs2)N2CCOCC2)cc1 (stereo not given) | i | 49 | 0.2% | -0.2%[50 µM]
O=C(NCC(c1ccco1)N1CCN(c2ccc(F)cc2)CC1)C(=O)NC1CCCCC1 (stereo not given) | i | 44 | 1.7% | 1.6%[50 µM]
O=C(NNC(=O)c1ccc(Cl)s1)c1csc(N2CCOCC2)n1 | i | 17 | 0.5% | 0.9%[50 µM]
Cc1ncc(CO)c(/C=N/NC(=O)c2cccc(S(=O)(=O)N3CCCC3)c2)c1O | i | 15 | 0.0% | -0.4%[50 µM]
Cc1ccc(C(=O)OCC(=O)Nc2ccc3[nH]c(=O)[nH]c3c2)cc1S(=O)(=O)N1CCOCC1 | i | 18 | 1.4% | 1.1%[50 µM]
C#CCOCCOCCOCCNc1nc(N2CCN(C(=O)CCCCCCCCCCNC(=O)[C@@H](CCSC)n3cc(CCO)nn3)CC2)nc(N2CCN(C(=O)CCCCCCCCCCNC(=O)[C@H]([C@@H](C)CC)n3cc(CCCCN=C(N)N)nn3)CC2)n1 | i | 43 | 54% | -1.5%
O=C(OCC(=O)N1CCN(c2ccccc2)CC1)c1ccccc1NCCO | i | 59 | -1.2% | 1.7%[50 µM]
Cc1ccccc1NC(=O)CSc1ccc(-c2ccc(-n3cccn3)cc2)nn1 | i | 54 | 1.0% | -1.4%
O=C(CNC(=O)c1ccccc1)OCCOc1cccc(Cl)c1 | i | 24 | -0.5% | 0.9%[50 µM]
CCOc1ccc(S(=O)(=O)N2CCCCC2)cc1NC(=O)C1CSC2(C)CCC(=O)N12 (stereo not given) | i | 29 | -1.2% | 2.5%[50 µM]
Cc1ccccc1OCCC(=O)OCC(=O)NC1CCCC1 | i | 37 | -2.1% | -1.4%
CC(=O)c1ccc(OC(=O)C2CSC3(C)CCC(=O)N23)cc1 (stereo not given) | i | 30 | -0.3% | 0.6%[50 µM]
COCC(C)NC(=O)C1CCN(S(=O)(=O)c2ccc3ccccc3c2)CC1 (stereo not given) | i | 48 | 1.4% | 0.3%[50 µM]
CN1CCN(c2ccc(-c3cccc(NC(=O)COc4ccc(Cl)cc4)c3)nn2)CC1 | i | 41 | -0.3% | 1.5%[50 µM]
O=C(Nc1cc(C(F)(F)F)ccc1N1CCOCC1)C1CC1 | i | 32 | 2.2% | 0.1%[50 µM]
Cc1ccc(NC(=O)C(c2ccccc2)N2CCN(CC(=O)NC3CC3)CC2)cc1 (stereo not given) | i | 51 | 0.3% | 0.1%[50 µM]
Cc1cccc(NC(=O)CSCC(=O)N(C)Cc2ccc(Cl)c(Cl)c2)c1 | i | 48 | 0.5% | -0.8%[50 µM]
CCOc1ccc(/C=C/C(=O)N(CC)CC(=O)NCc2cccs2)cc1OC | i | 56 | -1.2% | -1.5%
O=S(=O)(Nc1cc(Cl)ccc1N1CCOCC1)c1ccccc1Cl | i | 15 | 2.0% | -0.6%
Brc1ccc(CN2CC[C@H]3C=CCc4cccc(c43)C2)cc1 | i | 32 | 0.0% | 3.7%
CC(OC(=O)c1cccc(-n2cnnn2)c1)C(=O)NC1(C#N)CCCCC1 (stereo not given) | i | 30 | 1.9% | 1.0%[50 µM]
O=C(NC1CC1)C1CCN(S(=O)(=O)c2cc([N+](=O)[O-])ccc2Cl)CC1 | i | 33 | 0.1% | 0.4%[50 µM]
Cc1ccc(NC(=O)c2ccc(-n3cncn3)c([N+](=O)[O-])c2)cc1F | i | 39 | -0.5% | 0.6%[50 µM]
COc1ccc(CCNC(=O)CSc2nc(=O)n3cccc(C)c3n2)cc1OC | i | 47 | 0.6% | 1.2%[50 µM]
COc1ccc2nc(-c3ccccc3)cc(C(=O)OCC(=O)N3CC(C)OC(C)C3)c2c1 (stereo not given) | i | 37 | -0.2% | -0.5%[50 µM]
Cc1nn(-c2ccccc2)c(C)c1/C=C/C(=O)OCC(=O)Nc1ccc(S(N)(=O)=O)cc1 | i | 37 | 2.0% | -0.6%[50 µM]
Cc1cc(C)c(C(=O)COC(=O)CNC(=O)c2ccccc2C)c(C)c1 | i | 29 | 1.9% | 1.0%[50 µM]
C[C@H](O)Cc1cn(-c2cc3cc(C#Cc4ccsc4)ccc3oc2=O)nn1 | i | 50 | 0.0% | 1.0%
CCN(CC)c1ccc(S(=O)(=O)N2CCOCC2)cc1NC(=O)CSc1nnc(N)s1 | i | 55 | -2.1% | 0.5%[50 µM]
COc1ccc(CCN2CC(C(=O)Nc3cc(F)ccc3F)CC2=O)cc1OC (stereo not given) | i | 32 | -1.5% | 1.4%[50 µM]
CSCCC(NC(=O)c1ccccc1)C(=O)NCC(C)(C)N1CCOCC1 (stereo not given) | i | 40 | 1.7% | -0.1%[50 µM]
O=C(c1cnn(C(=O)CN2CCCC2=O)c1)c1ccccc1O | i | 34 | 5.7% | 0.9%[50 µM]
Cc1cc(=O)oc2cc(OC(=O)C3CCN(C(=O)c4ccc(F)cc4)CC3)ccc12 | i | 18 | -2.1% | 0.4%[50 µM]
COc1cccc(NC(=O)[C@@H]2CCCN2S(=O)(=O)c2cccc3cccnc23)c1 | i | 28 | 18% | 1.5%
O=C(NCCS(=O)(=O)NCCCc1ccccc1)c1ccccc1 | i | 26 | -2.0% | 0.5%[50 µM]
C=CCCO[C@@H]1O[C@@H](C)[C@H](O)C[C@H]1O | i | 24 | 1.6% | 0.1%
Cc1noc(C)c1COc1ccccc1C(=O)N1CCN(S(=O)(=O)c2ccccc2C(F)(F)F)CC1 | i | 46 | 5.2% | 0.7%[50 µM]
CCCCNc1c(-c2cccc(SC3CCCCC3)c2)nc2ccc(Cl)cn12 | i | 25 | 0.6% | 0.0%
CC1CCN(C(=O)COC(=O)c2ccc(N3CCCC3=O)cc2)CC1 | i | 34 | -0.2% | 0.7%[50 µM]
O=S(=O)(NCC(c1ccco1)N1CCc2ccccc21)c1ccccc1 (stereo not given) | i | 25 | 1.8% | -0.9%[50 µM]
CC1CC(NS(=O)(=O)c2cc3c4c(c2)CCN4C(=O)CC3)CC(C)(C)C1 (stereo not given) | i | 22 | -2.5% | -0.2%[50 µM]
COc1ccc(C)cc1NS(=O)(=O)c1ccc(Cl)nc1 | i | 38 | 1.8% | 1.5%[50 µM]
COc1cccc(C2=CC(=O)CC(C)(C)C2)c1 | i | 32 | 2.8% | 2.9%

Compounds listed so far containing a furan ring, fused or not, in the order listed:
SMILES | T cell HTS | T cell HTS vesicle-bound % | RSV CPE inhibition | K1F lysis inhibition
Cc1ccc(S(=O)(=O)NC(CC(C)C)C(=O)NCC(c2ccco2)N2CCCCC2)cc1 (stereo not given) | i | 40 | -0.6% | 0.3%[50 µM]
Cc1occc1C(=O)NNC(=O)CN1C(=O)NC(C)(c2ccccc2)C1=O (stereo not given) | i | 21 | -0.1% | 1.3%[50 µM]
O=C(NCC(c1ccco1)N1CCN(c2ccc(F)cc2)CC1)C(=O)NC1CCCCC1 (stereo not given) | i | 44 | 1.7% | 1.6%[50 µM]
O=S(=O)(NCC(c1ccco1)N1CCc2ccccc21)c1ccccc1 (stereo not given) | i | 25 | 1.8% | -0.9%[50 µM]

(next part)
SMILES | T cell HTS | T cell HTS vesicle-bound % | RSV CPE inhibition | K1F lysis inhibition
CCc1noc(C)c1C(=O)N(C)CC(=O)Nc1ccc(F)c(F)c1F | i | 38 | 0.0% | 1.1%[50 µM]
CCCN(CC(=O)Nc1ccccc1OC)C(=O)c1ccc(S(=O)(=O)Nc2ccccc2)cc1 | i | 14 | -2.1% | -0.3%[50 µM]
COc1ccccc1C(=O)NCCC(=O)NC1=NCCS1 | i | 67 | 3.8% | 0.5%[50 µM]
COc1ccccc1C(=O)NCCC(=O)N1CCCCCCC1 | i | 55 | -0.4% | -1.5%
COc1cc(C(=O)NNC(=O)CCOc2cccc(Br)c2)cc(OC)c1OC | i | 22 | 2.5% | 0.0%[50 µM]
O=[N+]([O-])c1ccc(S(=O)(=O)c2cccc(C(F)(F)F)c2)nc1 | i | 33 | -2.3% | 0.6%
Cc1ccc(S(=O)(=O)N2CCCC2)cc1C(=O)NCC(C)(C)N1CCOCC1 | i | 34 | 1.0% | 0.4%[50 µM]
CC(=O)Nc1ccc(Nc2cc(C)nc(Nc3ccc(NC(C)=O)cc3)n2)cc1 | i | 15 | -0.1% | 1.2%[50 µM]
CCN(CC(=O)Nc1cc(Cl)ccc1Cl)C(=O)c1ccc(-n2cccn2)cc1 | i | 28 | 0.9% | 0.2%[50 µM]
Cc1cccc(N2CCN(C(=O)CSc3ccc4c(c3)OCCO4)CC2)c1C | i | 41 | 4.8% | 0.4%[50 µM]
COc1ccc(Cl)cc1S(=O)(=O)NC(C)C(=O)NCCCn1ccnc1 (stereo not given) | i | 40 | -0.7% | 0.9%[50 µM]
COc1ccc2oc(C(=O)OCC(=O)NCCc3ccccc3)c(C)c2c1 | i | 52 | -0.1% | 0.6%[50 µM]
CC(=O)c1ccc(NC(=O)COC(=O)c2c[nH]c3ccccc23)cc1 | i | 36 | 0.5% | 0.9%[50 µM]
Cc1csc(=O)n1CCC(=O)OCC(=O)c1ccc(Br)cc1 | i | 37 | 2.6% | 0.9%[50 µM]
COc1cc(C(C)=O)ccc1OC(C)C(=O)Nc1ccc(S(=O)(=O)N2CCCC2)cc1 (stereo not given) | i | 21 | 0.7% | 0.6%[50 µM]
Cc1nn(Cc2ccccc2)c(C)c1C(=O)N1CCN(S(=O)(=O)/C=C/c2ccccc2)CC1 | i | 50 | 3.9% | -0.1%[50 µM]
O=C(O)c1cccc(-n2sc3ccccc3c2=O)c1 | i | 26 | -0.7% | 0.6%
CC(=O)Nc1cccc(C(=O)Nc2ccc(S(=O)(=O)N3CCCCC3)cc2)c1 | i | 30 | ? | 1.0%[50 µM]
O=C(NC(CC1CCCCC1)C(=O)O)c1ccccc1 (stereo not given) | i | 9 | -0.6% | 1.0%

A portion of the library; the hit share may differ from the screen's.
